# Screening data (PubChem)
# RNase H inhibition – RNase H inhibition, HIV 1 Gag Pol polyprotein, FRET biochemical assay, screening (AID 372); HIV-1 RT RNase H, FRET RNA/DNA substrate fluorescence; higher % means a stronger effect; inhibition, % at 10 µM; hits with a dose series show IC50 in µM; 0.77% of 100,000 active; in the data active = inhibition above about 50%
# Active calls of the source: *; & = joins results of further samples. A portion of the library; the hit share may differ from the screen's.
Molecule,RNase H inhibition
COc1cccc(OCCCCOc2c(C)cccc2C)c1,33%
CCOc1ccccc1CN1CCc2ccccc2C1,8%
O=C(NCCO)C(c1ccccc1)c1ccccc1,2%
COc1ccc(OCCCCOc2ccc(F)cc2)cc1,7%
CCN(CC)c1ccc(/C=C2/SC(=S)N(CCC(=O)O)C2=O)cc1,21%
CCS(=O)(=O)N1CCN(C(=O)c2ccc(Cl)cc2)CC1,3%
O=C(O)c1ccc(N2C(=O)CC(N3CCC(C(=O)O)CC3)C2=O)cc1 (stereo not given),6%
O=C(Nc1ccc(Cl)c([N+](=O)[O-])c1)c1ccc(-c2cccc(Cl)c2)o1,12%
O=C(c1cc(F)c(F)cc1Br)N1CCOCC1,0%
CCN1CCN(c2ccc([N+](=O)[O-])cc2C(=O)c2ccc(Cl)cc2)CC1,12%
Cc1nc2ccccc2c2c1CC(C)O2 (stereo not given),7%
CS(=O)(=O)N(CC(=O)Nc1cccc(C(F)(F)F)c1)c1ccc(Cl)c(C(F)(F)F)c1,12%
O=C(CC(=O)c1ccccc1O)c1ccco1,2%
Cc1ccc(C)c(NC2=NC3(CCCCC3)N=C(N)N2)c1,8%
O=C(COc1ccc(Br)cc1)Nc1ccc(Cl)c(-c2nc3ncccc3o2)c1,3%
COc1ccc(/C=C2/SC(=S)NC2=O)cc1OCc1ccc([N+](=O)[O-])cc1,43%
Cc1ccsc1/C=C1\SC(N2CCN(C)CC2)=NC1=O,8%
O=C(c1ccc(C#CC2(O)CCCCC2)cc1)N1CCN(c2ccccc2Cl)CC1,13%
O=c1oc(-c2ccccc2)nc2sc3c(c12)CCCCC3,16%
Cc1ccc(COc2c(Br)cc(/C=c3/sc4nc5ccccc5n4c3=O)cc2Br)cc1,0%
COc1ccc(Nc2ccc(OC)cc2)cc1,12%
O=c1oc2ccc(Br)cc2cc1-c1nc(-c2ccc([N+](=O)[O-])cc2)cs1,17%
Cc1c(C(=O)Nc2ccccc2CO)cccc1[N+](=O)[O-],11%
CCc1ccc(N2C(=O)NC(=O)/C(=C/c3ccc(-c4ccc(C(C)=O)cc4)o3)C2=O)cc1,8%
COc1cc(Br)cc(/C=C2/SC(=S)N(C)C2=O)c1O,14%
O=C(NCCNC(=O)c1ccccc1O)c1ccccc1O,5%
CC(=O)N(C)c1ccc(NC(=O)COc2ccc(Cl)cc2Cl)cc1,15%
COc1ccccc1N1CCN(/N=C/c2ccccc2C)CC1,31%
Clc1ccccc1OCCCCN1CCCC1,15%
Cc1ccc(C(=O)Nc2cccc(-c3nc4ccccc4o3)c2C)cc1,9%

# The final two records of the part before come first, to join the parts.
Molecule,RNase H inhibition
Clc1ccccc1OCCCCN1CCCC1,15%
Cc1ccc(C(=O)Nc2cccc(-c3nc4ccccc4o3)c2C)cc1,9%
O=C(Cc1ccccc1)N/N=C/c1cc(Br)cc(I)c1O,9%
O=C(Nc1ccc2oc(-c3cccnc3)nc2c1)c1ccc(Br)o1,0%
CCN(CC)C(=O)CCN1C(=O)/C(=C2\SC(=S)N(CCC(=O)N(CC)CC)C2=O)SC1=S,5%
CSc1ccc(CN2CCN(C(=O)c3ccc([N+](=O)[O-])cc3)CC2)cc1,13%
CC1=NN(c2nc(-c3ccc(Cl)cc3)cs2)C(=O)/C1=C\c1ccc2c(c1)OCO2,57%*
COc1ccc(NC(=O)c2nn3c(c2Cl)NC(c2cccs2)CC3C(F)(F)F)cc1OC (stereo not given),12%
O=C(N/N=C/c1cccc(I)c1)c1cccc([N+](=O)[O-])c1,0%
COc1ccc(-c2cc(C(=O)Nc3sc4c(c3C(=O)OC(C)C)CCCC4)c3ccccc3n2)cc1OC,0%
CN1CCN(c2ccc(/C=C3\Sc4ccccc4C3=O)cc2[N+](=O)[O-])CC1,14%
Fc1ccccc1-c1nnc(-c2ccccc2Cl)o1,18%
N/C(=C\C(=O)c1ccccc1O)C(F)(F)F,8%
COC(=O)c1ccc(C=C2C(=O)NC(=O)NC2=O)cc1,9%
O=C(CCN(CCO)Cc1ccccc1)Nc1ccccc1Cl,0%
Nc1ccc(-c2cc(C(=O)O)c3ccccc3n2)cc1,7%&5%
N=C1/C(=C/c2ccc(-c3ccc(F)cc3)o2)C(=O)N=C2SC(c3ccccc3)=NN12,9%
Cc1ccc(/C=N\Nc2nccs2)cc1,25%
Cc1ccc(C(=O)NC(=S)Nc2ccc3c4c(cccc24)CC3)cc1,14%
Cc1ccc(S(=O)(=O)N(CC(=O)NCc2ccccc2)c2ccc(Cl)cc2)cc1,17%
COc1ccc(C(NC(C)=O)c2c(O)ccc3ccccc23)cc1OC (stereo not given),0%
Cc1cc(Br)cc(C)c1NC(=S)NC(=O)c1ccc(F)cc1,16%
CC(C)(C)c1ccc(C(=O)NNC(=O)c2cccc([N+](=O)[O-])c2)cc1,6%
CCN(CC)CCCCSc1ccc(O)cc1,0%
COc1ccc(S(=O)(=O)NC2CCCCCC2)cc1,5%
O=C(CSc1nnnn1-c1ccccc1)Nc1ccccc1Br,23%
CCOC(=O)c1sc(N/N=C/c2cccc(Oc3ccccc3)c2)nc1C,9%
CCOc1ccccc1NC(=O)c1c(-c2ccccc2)noc1C,7%
CCOC(=O)C1C(=O)CC(O)(c2cccc(Br)c2)CC1C=C(Cl)Cl (stereo not given),12%
CCOC(=O)CC(=O)CSc1nccc(N(C)C)c1C#N,1%
CC(=O)C1=C(O)C(=O)N(c2nc3ccccc3s2)C1c1ccc(Cl)cc1 (stereo not given),15%
Cc1ccc([N+](=O)[O-])cc1NC(=O)/C=C/C(=O)O,8%

# Next part:
Molecule,RNase H inhibition
COc1ccc(NC(=O)c2ccc(C3SCC(=O)N3Cc3ccccc3)cc2)cc1 (stereo not given),13%
O=C1C2=C(C(c3ccccc3)=NCCN2)C(c2ccc3c(c2)OCO3)N1c1ccccc1 (stereo not given),24%
C=CCSc1nc(O)c(CC)c(=O)n1CC=C,0%
CSc1nc2[nH]c3c(c2c2nnnn12)CCCC3,10%
Cc1sc(NC(=O)c2cccnc2)nc1-c1ccc(Br)cc1,3%
Cc1onc(-c2c(Cl)cccc2Cl)c1C(=O)Nc1sc2c(c1C(N)=O)CCCC2,13%
O=C(O)CCCC(=O)Nc1ccc(Sc2ccc([N+](=O)[O-])cc2)cc1,0%
O=C1c2ccccc2C(=O)c2c1cc(Nc1ccccc1)c1nsnc21,9%
CCOc1ccc(N(CC(=O)NCCc2ccccc2)S(=O)(=O)c2ccc(SC)cc2)cc1,9%
C=CCn1cc(/C=c2\sc3n(c2=O)C(c2ccc(N(C)C)cc2)C(C(=O)OCC)=C(C)N=3)c2ccccc21 (stereo not given),36%
COc1ccc(C(=O)NNC(=O)c2ccc(Cl)cc2Cl)cc1,6%
Cc1cccc(Cl)c1OCCCOc1cccc2cccnc12,42%
Cc1ccc(C(=O)Nc2ccccc2C(=O)O)cc1N,7%
Cc1ccccc1CNC(=O)c1ccc(Cl)cc1,0%
CCOC(=O)C(CCCCOc1ccccc1OC)C(=O)OCC,3%
O=S(=O)(NCc1ccccc1)c1ccc(Cl)c(S(=O)(=O)NCc2ccccc2)c1,6%
CCOC(=O)c1c(C)oc2c(F)c(F)c(F)c(F)c12,22%
CC1(C)OC(=O)C(=Cc2ccc(I)o2)C(=O)O1,53%*
Cc1cc(NC(=O)C(c2ccccc2)c2ccccc2)no1,0%
CC(=O)Nc1ccc(NC(=O)c2ccc(F)cc2)cc1,14%
COc1ccccc1C=Nn1c(-c2ccc(Cl)cc2Cl)n[nH]c1=S,11%
COc1ccc(O)c(/C=N/NC(=O)CNc2ccccc2)c1,8%
CN(Cc1ccccc1)C(=O)C(C)(c1ccccc1)c1ccccc1,43%
Cc1ccc(NC(=O)CCC(=O)Nc2ccc(C)cc2C)c(C)c1,10%
CCc1ccc(NC(=O)C(=O)NCCCOC(C)C)cc1,0%
COC(=O)CC1(C(=O)OC)NC(=O)C(N)=C1C(=O)OC (stereo not given),11%
CCOC(=O)C1=C(C)NC2=C(C(=O)c3ccccc32)C1c1ccccc1OCc1ccccc1F (stereo not given),18%
CCCCSc1nnc2c(n1)OC(c1ccc(OC)c(OC)c1OC)Nc1ccccc1-2 (stereo not given),10%
CCC(=O)Nc1ccc(I)cc1Cl,0%
NC(=O)CN1C(=O)/C(=C2\SC(=S)N(Cc3ccccc3)C2=O)c2ccccc21,13%

# Quoted at random: four compounds from above, in no set order.
Molecule,RNase H inhibition
O=S(=O)(NCc1ccccc1)c1ccc(Cl)c(S(=O)(=O)NCc2ccccc2)c1,6%
O=C1c2ccccc2C(=O)c2c1cc(Nc1ccccc1)c1nsnc21,9%
Cc1sc(NC(=O)c2cccnc2)nc1-c1ccc(Br)cc1,3%
Cc1ccc(NC(=O)CCC(=O)Nc2ccc(C)cc2C)c(C)c1,10%

# More compounds:
Molecule,RNase H inhibition
COc1cc2c(cc1OC)Cc1cc(OC)c(OC)cc1C(=O)C2,20%
CCOC(=O)c1c(-n2c(C)cc(/C=C(/C#N)C(=O)Nc3ccccc3C)c2C)sc2c1CCCC2,20%
Cc1ccc(N2C(=O)NC(=O)/C(=C\c3ccc(OC(C)C(=O)O)cc3)C2=O)cc1C (stereo not given),1%
O=C(NCCC1=CCCCC1)c1ccc(Br)o1,8%
O=C(CCCOc1ccc(Cl)cc1Cl)Nc1ccncc1,2%
CCOC(=O)/C(C#N)=C(\O)c1ccc(NC(=O)c2cccc([N+](=O)[O-])c2)cc1,0%
O=c1/c(=C\c2ccccc2OS(=O)(=O)c2ccc3ccccc3c2)sc2nc3ccccc3n12,10%
COc1cc(NC(=O)c2ccc(N3C(=O)c4ccccc4C3=O)cc2)c(OC)cc1Cl,3%
Cc1ccc(S(=O)(=O)N/N=C(\c2ccccc2)c2cccnc2)cc1,11%
COc1cc(/C=N/N=C2/NC(=O)C(CC(=O)Nc3ccccc3F)S2)ccc1O (stereo not given),10%
Cc1cccc(C)c1OCCCN1CCOCC1,2%
COc1ccc(NC(=O)c2ccccc2)c([N+](=O)[O-])c1,7%
Cc1cccc(OCCSc2nc3ccccc3c(=O)[nH]2)c1,23%
Cn1c2ccccc2c2nnc(SCC(=O)OCN3C(=O)c4ccccc4C3=O)nc21,2%
Cn1c(=O)n(C)c2cc(/C=N\N=C3/NC(=O)CS3)ccc21,2%
COc1ccccc1NC(=O)c1ccc(F)cc1,0%
O=C(Cc1ccc(Cl)cc1)N1CCN(c2ccccn2)CC1,7%
COc1ccc(N=Cc2ccc(-c3ccccc3)o2)cc1,15%
Cc1c(C(=O)C(C)C)n(C)c2ccccc12,12%
COc1ccc(Cc2[nH]n3c(=O)c(Cl)c(C)nc3c2-c2ccccc2)cc1,6%
Cc1ccccc1-n1c(C)cc(/C=N/NC(=O)c2cccnc2)c1C,0%
Cc1ccc(NC(=O)c2ccccc2F)cc1Cl,14%
C/C(CCc1oc2ccc(C)cc2c1-c1ccc(C)o1)=N\O,6%
CCOc1ccccc1N1CCN(C/C=C/c2ccc(N(C)C)cc2)CC1,23%
CCOC(=O)c1c(NC(=S)NC(=O)/C=C/c2cccs2)sc(C)c1C,5%
O=C(N/N=C\c1ccc(-c2cccc(Cl)c2)o1)C(=O)Nc1ccc(Oc2ccccc2)cc1,19%
N#CCO/N=C(\c1ccccc1)c1ccncc1,12%
COc1ccc(Cl)cc1S(=O)(=O)N1CCC(Cc2ccccc2)CC1,33%
CCCOC(=O)c1cc(-c2ccc(OC)cc2)nc2ccccc12,13%
CCn1c2ccccc2c2cc(CNCCc3ccc(F)cc3)ccc21,9%

# Going on with the list.
Molecule,RNase H inhibition
CC1=C(C(=O)OC2CCCCCC2)C(c2cccc(F)c2)C2=C(CCCC2=O)N1 (stereo not given),16%
Cc1ccc(CN2CCN(/N=C\c3ccccc3O)CC2)cc1,6%
CCCC(=O)Nc1ccc(NC(=S)NC(=O)c2cccs2)cc1,13%
Cc1ccc(Nc2cc(Br)c3ncnc4c3c2C(=O)c2ccccc2-4)cc1,0%
Cc1cnn(-c2cc(N/N=C/c3ccccc3)ncn2)c1,7%
O=c1oc2cc(OC/C=C/c3ccccc3)ccc2c2c1CCCC2,9%
COc1ccc(Br)cc1/C=N/NC(=O)c1cccc(F)c1,0%
O=C(Nc1cc(Oc2ccc(F)cc2)cc([N+](=O)[O-])c1)c1nn2c(C(F)(F)F)cc(-c3cccs3)nc2c1Cl,15%
NNC(=O)c1cc(C2CC2)nc2ccc(Br)cc12,1%
O=C(Nc1ccc(Cl)c(Cl)c1)c1cccc(Cl)c1Cl,24%
Cc1nnc(Sc2nc(Sc3nnc(C)s3)nc(N3CCN(C)CC3)n2)s1,6%
O=C(NC(=S)Nc1ccc(F)c([N+](=O)[O-])c1)c1ccccc1F,15%
COc1ccc(CCNC(=O)/C=C/c2ccc([N+](=O)[O-])cc2)cc1,4%
Cc1ccc2[nH]c3nc(N/N=C/c4ccccc4)nnc3c2c1,0%
CCOC(=O)C1CCCN(C(=O)c2cc(Cl)ccc2OC)C1 (stereo not given),22%
O=C1CSC(=S)N1/N=C/c1c(Cl)cccc1Cl,8%
CC1CCC(N=CC2=C(O)CC(c3ccccc3)CC2=O)CC1 (stereo not given),2%
CN(C)c1ccc(C2Nc3ccc4ccccc4c3C3=C2C(=O)CC(C)(C)C3)cc1 (stereo not given),43%
O=C1NC(=S)S/C1=C\c1ccc(OCCOc2ccccc2Cl)cc1,42%
CCC(=O)Nc1ccc2nc(SCC(=O)Nc3ccccc3OC)sc2c1,22%
O=C(NC(=S)Nc1ccc([N+](=O)[O-])cc1)c1ccc(Cl)cc1,9%
Cc1c(Br)c(C(F)(F)F)nn1CC(=O)NCc1cccs1,5%
O=S1(=O)c2cc(N=Cc3cc(Br)ccc3O)ccc2-c2ccc(N=Cc3cc(Br)ccc3O)cc21,2%
